Source: PubChem BioAssay
AI-2 QS mod = Vibrio harveyi AI-2 quorum sensing modulation; Vibrio harveyi JMH597 AI-2 luminescence/OD600 ratio, 9 h; hits give low values; strain lacks LuxN and CqsS sensors; 0 = neutral-control median; hit rate 0.4% among 300,000; activity change, % at 7.5 µM; in the data active means activity change below about -75%, passing the limit was not always enough;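 further: luminescence divided by OD600 gain over 9 h not by final OD600 alone; inactives centre near 13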
HSP90 inh = HSP90 refolding inhibition in rabbit reticulocyte lysate. inhibition, % at 5.6 µM. luciferase refolding luminescence, 3 h. hit rate 0.91% among 290,000;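 active means inhibition above the screen-wide mean plus 3 SD, computed separately per campaign, cut at about 16% in these data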;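 further: 0% = DMSO wells and 100% = 60 µM geldanamycin wells; inhibitors lower the luminescence because luciferase stays unfolded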
IEC-6 tox = IEC-6 cytotoxicity, counter-screen for KLF5 inhibitors | luminescence viability | inhibition, % at 5 µM | hit rate 0.78% among 290,000; in the data active means inhibition above about 22%;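 further: 0% = plate median of test compound wells and 100% = cytotoxic reference compound wells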
aSyn 5UTR inh = MLPCN primary screen, SNCA 5' untranslated region. hit rate 0.82% among 300,000. AID 1813. alpha-synuclein 5'UTR reporter, inhibitor activity. inhibition, % (tested at 7.5 µM); in the data active means inhibition above about 60%;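 further: H4 neuroglioblastoma cells stably carrying SNCA 5'UTR luciferase fusion; 0% = DMSO wells and 100% = positive control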
KLF5 inh = inhibitors of KLF5 expression; hit rate 0.23% among 290,000; DLD-1 KLF5 promoter-luciferase reporter, luminescence; inhibition, % at 5 µM; AID 1700;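 active means inhibition above a per-plate limit of that plate's mean compound inhibition plus 3 SD, cut at about 60% in these data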;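 further: 0% = DMSO wells and 100% = LY294002 at 200 µM; higher means less KLF5 promoter-driven luciferase light; inactives centre near -14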
HDAC3 inh = blocks human histone deacetylase 3; O15379; recombinant HDAC3, fluorogenic peptide/trypsin coupled, fluorescence; inhibition, % at 8.3 µM; hit rate 0.15% among 320,000; in the data active means inhibition above about 26%, passing the limit was not always enough
Target sequence (O15379 whole entry, looked up): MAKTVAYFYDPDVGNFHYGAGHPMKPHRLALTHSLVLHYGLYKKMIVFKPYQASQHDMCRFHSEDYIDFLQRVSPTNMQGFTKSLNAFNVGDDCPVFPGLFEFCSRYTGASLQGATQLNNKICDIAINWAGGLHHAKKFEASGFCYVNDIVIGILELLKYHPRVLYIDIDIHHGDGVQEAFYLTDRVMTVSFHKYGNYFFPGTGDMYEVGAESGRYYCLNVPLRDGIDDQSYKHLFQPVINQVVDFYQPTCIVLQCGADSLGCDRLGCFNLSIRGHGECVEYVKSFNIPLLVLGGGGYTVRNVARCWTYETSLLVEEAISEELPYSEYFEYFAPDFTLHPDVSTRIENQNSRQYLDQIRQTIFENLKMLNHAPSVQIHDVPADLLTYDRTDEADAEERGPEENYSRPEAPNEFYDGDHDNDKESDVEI
HSF1 activator = increases HSF-1 driven luciferase reporter signal; activation, % at 9 µM; AID 504408; hit rate 1.7% among 300,000; NIH3T3-HGL HSF-1 luciferase reporter, MG132, 8 h; 100% = twice DMSO control signal;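 active means mean replicate activation of at least 50% with a set share of replicates each reaching 50%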;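 further: 0% = median of the neutral control wells and 100% = twice that signal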
HSF1 inh = HSF1 inhibition; hit rate 0.77% among 300,000; AID 2098; NIH3T3-HGL HSE-luciferase, MG132-induced, luminescence 8 h; hits give low values; activity change, negative = inhibition, % at 7.5 µM (by protocol);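 active means more than half of replicate wells show activity change below -50%, luminescence cut by over half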;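 further: luciferase reports HSF-1 transcriptional activity via heat shock element; 0% = median of DMSO wells and -100% = zero luminescence signal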
Platelet DG rel = platelet dense granule release activity; human platelet-rich plasma, SFLLRN dense granule ATP release, luminescence; inhibition, %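 (compounds screened at 7.5 µM in platelet-rich plasma)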; hit rate 0.22% among 300,000; AID 1663;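 active means mean replicate score, as percent of positive control, at or above 50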
HIF act = HIF pathway transcriptional activation; AID 1910; activation, % at 7.5 µM (by protocol); hit rate 0.32% among 300,000; U2OS HRE-luciferase reporter, luminescence; normalized: DMSO 0%, desferrioxamine 100%;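 active means mean activation of at least 10% of the iron chelator positive control signal, with at least half of replicates also reaching 10%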
The depositor's hits bear a star; . = no result given.

SMILES | AI-2 QS mod | HSP90 inh | IEC-6 tox | aSyn 5UTR inh | KLF5 inh | HDAC3 inh | HSF1 activator | HSF1 inh | Platelet DG rel | HIF act
COc1cc(-c2cc(=O)c3c(O)c(OC)c(OC)c(OC)c3o2)cc(OC)c1OC | 7 | . | . | 35 | . | 1 | 4 | -3 | 3 | -0.5
N#Cc1ccccc1CN1C(=O)S/C(=C/c2cccn2-c2ccc(C(=O)O)cc2)C1=O | 41 | -3 | -15 | 10 | -40 | 3 | 14 | 4 | -6 | -0.6
O=C(COC(=O)C1CC(=O)N(Cc2ccccc2)C1)Nc1ccccc1F (stereo not drawn) | 3 | 1 | -4 | -6 | -9 | -2 | 0 | -4 | -3 | -0.2
Clc1cccc(Cl)c1CSc1nnc(-c2ccncc2)s1 | 0 | 10 | 4 | -27 | -15 | -2 | 49 | 15 | 4 | 1.6
Cc1ccc(-n2cc(CN3CCCN(C=O)CC3)c(-c3ccc(F)cc3)n2)cc1 | 12 | 1 | 2 | -19 | 3 | -7 | 15 | 10 | 1 | 0.0
NC(=O)c1cc(S(=O)(=O)Nc2cccc(F)c2)co1 | 25 | -2 | 3 | -11 | -13 | 0 | -6 | -2 | 4 | 0.0
CCO[C@@H]1OC(C(=O)N2CCOCC2)=C[C@H](C)[C@H]1CCCO | 11 | 1 | 1 | 3 | -13 | 0 | -8 | 2 | 1 | -1.3
NNC(=O)c1nc(-c2ccccc2)cc(-c2ccccc2)n1 | 11 | -1 | -2 | -13 | -15 | 3 | -8 | -5 | -4 | -0.4
Clc1cccc(Cl)c1Cn1ccc(C2CC2)n1 | -1 | 0 | -2 | -100 | -53 | 5 | 35 | 37 | 5 | 3.8
O=[N+]([O-])c1ccc(S(=O)(=O)CC(CN2CCCCC2)N2CCCCC2)cc1 (stereo not drawn) | 37 | -1 | 2 | 10 | -12 | -5 | -5 | -2 | 20 | -0.5
COc1ccc(NC(=O)CSc2n[nH]c(CNc3cccc(C)c3)n2)cc1 | 11 | 1 | -1 | 2 | 6 | 4 | 8 | -5 | -7 | -1.0
Cc1ccccc1NC(=O)CSc1nc2ccccc2o1 | -11 | 0 | 2 | -158 | -140 | -2 | 36 | 10 | 1 | 2.6
Cc1cccc(N2N=C(C(=O)Nc3nc(C)cs3)CCC2=O)c1 | 9 | -3 | 0 | -29 | -20 | . | -5 | 3 | -29 | -0.4
O=[N+]([O-])c1cc([N+](=O)[O-])c(Oc2c(Cl)cccc2Cl)cc1NN1CCCCC1 | -6 | -1 | 4 | -3 | 2 | 1 | 1 | -1 | -1 | -0.5
O=C(Cn1c(COc2ccccc2)nc2ccccc21)Nc1cc(Cl)cc(Cl)c1 | 17 | -3 | 2 | 11 | -17 | 0 | -6 | -3 | -9 | -1.1
CC1(C)Oc2ccc3ccc(=O)oc3c2/C(=C/NNC(N)=S)C1=O | 46 | 2 | -2 | -14 | -40 | . | 34 | -3 | -3 | -1.4
CC(C)(C)Nc1ncnc2c1cnn2-c1ccccc1 | 28 | . | . | -104 | . | -1 | -34 | -25 | -9 | 2.8
CC(C)c1ccc(NC(=O)C2C3C=CC4(O3)C2C(=O)N(CCCN2CCOCC2)C4C(=O)NC2CCCCC2)cc1 (stereo not drawn) | 16 | 2 | 1 | 3 | -6 | 2 | 0 | -8 | 0 | -0.2
Cc1cc(C)c(S(=O)(=O)N2CCCOC2CNC(=O)C(=O)NCCC2=CCCCC2)c(C)c1 (stereo not drawn) | 11 | -4 | 7 | 30 | -1 | 3 | 6 | 1 | 10 | -0.1
CCOC(=O)C1CCCN(C(=O)C2CCN(S(=O)(=O)CC)CC2)C1 (stereo not drawn) | 13 | 5 | 3 | -15 | -4 | 1 | 28 | -3 | 8 | -0.2
CCCn1c(NC(=O)C2CCN(C(=O)c3ccc(F)cc3)CC2)nc2ccccc21 | 16 | 1 | -4 | -4 | -5 | 12 | 8 | -3 | 0 | -0.1
CC(=O)Nc1ccc(NC(=O)CNC(=O)c2cccc(C)c2)cc1 | -1 | -3 | -5 | -6 | -1 | 1 | 9 | 2 | -21 | -0.2
Cc1ccsc1/C=C(\CC(=O)O)c1nc2ccccc2o1 | 14 | -3 | 4 | -57 | -101 | 2 | -5 | -6 | 11 | 1.9
Cc1cc(-c2ccccc2)c2c(=O)[nH][nH]c2n1 | 24 | 18* | -3 | 4 | -3 | -7 | 17 | -5 | -18 | -0.2
Cc1cc(C)c(NC(=O)C2=CCN(S(=O)(=O)c3ccc(F)cc3)CC2)c(C)c1 | 13 | -4 | -8 | -30 | -6 | 3 | 0 | -2 | -4 | .
CC(Oc1ccc(Cl)cc1)C(=O)Nc1ccccc1C(=O)N1CCOCC1 (stereo not drawn) | 4 | -3 | -2 | 1 | -15 | -1 | 2 | 1 | -1 | -0.3
Cc1cccc(NC(=S)NC(NC(=O)OCc2ccccc2)C(Cl)(Cl)Cl)c1 (stereo not drawn) | 46 | 0 | -3 | 24 | -20 | 7 | 4 | -6 | 5 | 0.2
COc1ccc(-c2oc3ncnc(NCCCN(C)C)c3c2-c2ccc(OC)cc2)cc1 | 9 | 2 | -1 | 13 | -16 | -88 | -10 | -7 | 12 | -1.3
Cc1ccc(-c2c3c(=O)n(C)c(=O)n(C)c3cn2Cc2cccnc2)cc1 | 30 | -2 | -2 | 6 | -19 | 2 | -5 | -6 | 1 | -0.4
COc1cccc(C(=O)NCC(=O)OCC(=O)c2ccccc2)c1 | 23 | -5 | 12 | -6 | -40 | -5 | -6 | 4 | 20 | 0.4
O=S(=O)(c1cnc[nH]1)N1CCCCCC1 | 22 | 1 | 0 | 15 | 8 | -2 | 48 | 10 | . | 1.2
O=C(/C=C/NCc1cccnc1)C(F)(F)C(F)(F)F | 10 | 5 | 10 | -13 | -17 | 6 | 33 | -1 | -9 | 0.1
O=C(COc1ccccc1Cl)NC(=S)N1CCc2ccccc21 | 9 | -2 | 5 | -87 | -19 | 8 | -1 | 6 | -2 | 1.1
CCC(CC)C(=O)Nc1c(C(=O)N2CCN(c3ccccc3)CC2)oc2ccccc12 | 30 | 6 | -6 | 7 | -10 | 1 | 17 | 0 | -16 | 0.0
Nc1nc(C2CCCN2S(=O)(=O)c2ccc(Cl)cc2)cs1 (stereo not drawn) | -4 | 6 | 1 | 1 | -16 | 0 | -3 | -4 | -6 | -0.6
CC(=O)C1=C(C)NC(SCC(=O)c2ccc(F)cc2)=C(C#N)C1CC(C)C (stereo not drawn) | 5 | -2 | 6 | -26 | -17 | 2 | 18 | 10 | 1 | 0.2
O=C(O)C1CCN(S(=O)(=O)c2ccc3c(c2)OCCCO3)CC1 | 9 | -1 | -5 | 1 | -12 | 2 | -15 | -2 | -1 | -0.2
COc1ccc(CSc2nncn2N)cc1Br | -2 | 1 | -3 | -20 | -22 | -2 | 15 | 5 | 6 | 0.4
O=C1c2ccc(Oc3ccc([N+](=O)[O-])cc3)cc2C(=O)N1c1ccncc1 | 5 | 2 | 3 | -13 | -18 | -1 | 9 | -2 | -6 | -0.6
COc1ccccc1Nc1nc(N)nc(CCl)n1 | 14 | 0 | 0 | -12 | -24 | 14 | -5 | 8 | 9 | -0.9
CCCCCC(=O)NC(=S)NNC(=O)c1ccc([N+](=O)[O-])cc1 | 21 | -3 | 4 | 7 | -5 | 1 | 17 | -6 | -3 | 0.1
Cc1onc(-c2ccccc2)c1-c1ccnn1S(=O)(=O)c1ccc(Cl)cc1 | 4 | 5 | -2 | 8 | -20 | -1 | 37 | 19 | -4 | 0.0
COc1ccc(-c2nc(CN(Cc3cnn(C)c3)C(C)C)c(C)o2)c(OC)c1 | 20 | 6 | -2 | 9 | -25 | . | 0 | -4 | -1 | -0.1
Cc1oc2c(CN3CCCCC3)c(O)ccc2c(=O)c1-c1ccc(Cl)cc1 | 18 | -1 | -1 | -7 | -22 | -28 | 2 | -7 | 0 | 0.0
Cc1ccc(NC(=O)COC(=O)Cn2cnc3c2c(=O)n(C)c(=O)n3C)cc1Cl | -5 | -4 | -1 | -13 | -9 | 8 | -10 | -13 | -8 | -0.5
CC1=NN(C(=S)Nc2ccccc2)C(C)(C)C1 | -3 | 3 | 1 | -27 | -8 | 19 | -7 | 6 | -4 | 0.8
COc1cccc(NC(=O)CCNS(=O)(=O)c2ccc3c(c2)CC(C)N3C(=O)C2CC2)c1 (stereo not drawn) | 4 | 1 | 14 | 9 | 7 | 11 | 16 | 1 | 3 | 0.2
O=C(C(F)C(F)(F)F)N1CCN(c2ccccc2)CC1 (stereo not drawn) | 3 | 2 | -2 | 3 | -14 | -5 | -3 | -5 | 8 | .

Reprinted from the part before: two compounds; new compounds follow.
SMILES | AI-2 QS mod | HSP90 inh | IEC-6 tox | aSyn 5UTR inh | KLF5 inh | HDAC3 inh | HSF1 activator | HSF1 inh | Platelet DG rel | HIF act
COc1cccc(NC(=O)CCNS(=O)(=O)c2ccc3c(c2)CC(C)N3C(=O)C2CC2)c1 (stereo not drawn) | 4 | 1 | 14 | 9 | 7 | 11 | 16 | 1 | 3 | 0.2
O=C(C(F)C(F)(F)F)N1CCN(c2ccccc2)CC1 (stereo not drawn) | 3 | 2 | -2 | 3 | -14 | -5 | -3 | -5 | 8 | .
COc1ccc(C(=O)CSc2nnc(-c3ccc(S(=O)(=O)N4CCOCC4)cc3)o2)cc1 | 15 | -1 | 0 | 13 | -6 | 8 | -1 | -7 | -1 | -1.2
CCOc1ccc(C2=NNC(c3cccs3)=Nc3ccc(OC)cc32)cc1OCC | 12 | 0 | 6 | 29 | 3 | 6 | 7 | 5 | 5 | 0.4
O=C(NNC(=O)c1cc(Cl)ccc1[N+](=O)[O-])c1csc(N2CCOCC2)n1 | 35 | . | . | 6 | . | 5 | -4 | -7 | -2 | -0.4
Cc1cccn2c(/C=N/OCc3cccc(F)c3)c(-c3ccc(Cl)cc3)nc12 | 19 | -7 | -8 | 7 | -26 | -8 | -12 | 4 | 8 | -0.8
CCC(=O)N1CCN(c2cc(N3CCN(C)CC3)c(F)cc2[N+](=O)[O-])CC1 | 9 | -3 | 3 | 1 | -9 | 5 | 0 | -1 | 9 | 0.0
CN1CCN(C(=O)/C=C/c2ccccc2)CC1 | 20 | -4 | -3 | 0 | -19 | 6 | 11 | 2 | 4 | 0.5
CCOC(=O)COc1cc2c3c(c(=O)oc2cc1C)CCCC3 | 27 | 0 | 4 | 7 | -22 | 5 | -18 | -5 | 0 | -0.2
COc1ccc(S(=O)(=O)N2CCCOC2CNC(=O)C(=O)NCCc2ccco2)cc1OC (stereo not drawn) | 12 | -3 | -4 | 6 | -45 | 17 | 3 | 1 | -6 | -0.1
CC(C)(C)NC(=O)NC(=O)COC(=O)Cc1c(Cl)cccc1Cl | 2 | -3 | 10 | 1 | -3 | 4 | -3 | -4 | -19 | -0.1
O=C(CSc1ccc2ccccc2n1)N1CCC(c2noc3ccc(F)cc23)CC1 | 16 | -1 | -4 | 6 | -10 | 3 | 12 | 11 | -7 | -0.7
CCOC(=O)CN1C(=O)C(Sc2n[nH]c(-c3cccc(C)c3)n2)CCc2ccccc21 (stereo not drawn) | 2 | -2 | -6 | 37 | -20 | 0 | -4 | 1 | -4 | 0.1
COc1ccc(NC(=O)COc2ccc(/C=C/c3cc[n+](C)cc3)cc2OC)cc1 | 8 | -3 | -4 | 3 | 0 | -1 | -35 | -28 | -13 | -0.1
CCCCN1C(=O)CCC(C(=O)O)C1c1ccc(OC)cc1 (stereo not drawn) | 11 | 4 | -4 | 2 | -35 | 0 | 2 | 3 | -11 | 0.8
CC(=O)Nc1ccc(C(=O)CSc2nnnn2C(C)C)cc1 | 33 | 0 | 1 | -53 | -29 | 20 | 2 | 15 | 1 | 3.2
